ELG1 genotox: genotoxicity induction in ELG1-luciferase HEK293T cells; HEK293T ELG1-luciferase reporter, luminescence, 16 h; Potency, µM (series often up to 46 µM), inactives show at the top dose activity change, positive = activation, most hits filed as activators; 330,000 tested, 1.3% active; also: potency is read from the fitted curve at half-maximal effect; % of control where 0% means no effect; nearly all actives have a fitted effect of over 60% in size
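16 hr compound incubation (37 °C, 5% CO2) of HEK293T cells carrying luciferase-tagged ELG1; luciferase then measured by ONE-Glo luminescence after 30 min at RT.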
TRPV1 agonist: human TRPV1 agonism; Q8NER1; TRPV1-expressing cells, Fluo-8 calcium influx, agonist mode; activation, % at 8.33 µM; 320,000 tested, 0.19% active; AID 540275; in the data active = activation above about 80%; inconclusive = between about 30% and that limit; also: 0% is about no effect
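Fluo-8 calcium influx in TRPV1-expressing cells, kinetic read (ex 480/em 520 nm). Compound added and read 3 min for agonist activity, followed by capsaicin at EC20 final and 2 min further read for enhancement.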
B2AR arrestin: recruits beta-arrestin to the human beta2-adrenergic receptor; beta-arrestin recruitment to beta2AR, cell-based reporter; Potency, µM (highest dose often 46.1 µM), without a hit: at the highest dose activation, usual class: activators; 330,000 tested, 0.02% active;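 also: potency is read from the fitted curve at half-maximal effect; 0% = DMSO controls and full agonism = EC100 isoproterenol or metaproterenol; nearly all actives have a fitted effect of over 65% in size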
Target sequence (P07550 whole entry, looked up): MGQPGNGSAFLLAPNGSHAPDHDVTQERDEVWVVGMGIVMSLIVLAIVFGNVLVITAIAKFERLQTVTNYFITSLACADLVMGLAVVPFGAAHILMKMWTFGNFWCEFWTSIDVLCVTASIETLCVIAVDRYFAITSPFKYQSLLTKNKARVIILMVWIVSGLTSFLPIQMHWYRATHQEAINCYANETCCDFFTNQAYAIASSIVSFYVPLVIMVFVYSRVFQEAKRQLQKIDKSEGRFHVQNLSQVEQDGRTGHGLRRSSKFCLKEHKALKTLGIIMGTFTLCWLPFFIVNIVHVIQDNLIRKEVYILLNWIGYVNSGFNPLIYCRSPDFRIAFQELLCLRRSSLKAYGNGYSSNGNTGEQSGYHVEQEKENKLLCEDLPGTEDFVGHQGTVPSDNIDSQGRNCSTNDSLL
TSG101-PTAP inh: blocks PTAP/TSG101 interaction to inhibit HIV-1 budding | 340,000 tested, under 10 active | Potency, µM (top dose mostly 115 µM), for inactives: at the top dose activity change, negative = inhibition, hits mostly inhibitors | AID 493005 | Fluorescence polarization, FITC-PTAP peptide / Tsg101 binding | Q99816; active = well fitted inhibition curve with a large enough effect in the main read-out, with a control signal flat, not every such curve was filed as active; inconclusive = small, poorly fitted or top-dose-only effect, or effect the other way, or a change in a side signal; inactive = no such curve, though single readings can be large or run the other way; also: potency is read from the fitted curve at half-maximal effect; % of control where 0% means no effect
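Fluorescence polarization binding of Tsg101 binding domain (10 uM final) to FITC-labeled PTAP peptide (50 nM final) in HEPES pH 7.5 buffer with NaCl, Tween 20, EDTA, TCEP. Compounds added before peptide; binding 20 min at RT.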
ASM inhibitor: blocks human secretory acid sphingomyelinase; AID 504937; Potency, µM (doses to about 57.5 µM), without a hit: at the highest dose activity change, negative = inhibition, actives largely listed as inhibitors; placental ASM, HMU-PC fluorogenic substrate, 60 min; 340,000 tested, 0.006% active; P17405; also: potency is read from the fitted curve at half-maximal effect
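Fluorogenic HMU-PC substrate (9 uM final) is turned over by placental ASM in 60 min at 37 C after a 10 min compound preincubation. Reaction ended by alkaline stop (pH 10), with fluorescence read at 386/447 nm.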
uPA generation: blocks generation of uPA at the cell surface; 330,000 tested, 0.31% active; Potency, µM (top dose mostly 38.3 µM), inactives show at the highest dose activity change, negative = inhibition, hits mostly inhibitors; cell surface uPA generation assay, qHTS; active = well fitted inhibition curve with a large enough effect; inconclusive = small, poorly fitted or top-dose-only effect; inactive = no such curve, though single readings can be large or run the other way; tested in mouse RAW 264.7 cells; also: potency is read from the fitted curve at half-maximal effect; % is scaled to controls: 0 for no effect and ±100 for the full control effect; nearly all actives have a fitted effect of over 55% in size
Eya2 phos inh: Eya2 (human) phosphatase inhibition; O00167; Potency, µM (top dose mostly 76.9 µM), inactives show top-dose activity, negative = inhibition, actives largely listed as inhibitors; AID 488837; recombinant Eya2, OMFP fluorescence dephosphorylation (OMFP is methylfluorescein phosphate); 330,000 tested, 0.006% active; also: potency is read from the fitted curve at half-maximal effect; % is scaled to controls: 0 for no effect and ±100 for the full control effect
Target sequence (O00167 whole entry, looked up): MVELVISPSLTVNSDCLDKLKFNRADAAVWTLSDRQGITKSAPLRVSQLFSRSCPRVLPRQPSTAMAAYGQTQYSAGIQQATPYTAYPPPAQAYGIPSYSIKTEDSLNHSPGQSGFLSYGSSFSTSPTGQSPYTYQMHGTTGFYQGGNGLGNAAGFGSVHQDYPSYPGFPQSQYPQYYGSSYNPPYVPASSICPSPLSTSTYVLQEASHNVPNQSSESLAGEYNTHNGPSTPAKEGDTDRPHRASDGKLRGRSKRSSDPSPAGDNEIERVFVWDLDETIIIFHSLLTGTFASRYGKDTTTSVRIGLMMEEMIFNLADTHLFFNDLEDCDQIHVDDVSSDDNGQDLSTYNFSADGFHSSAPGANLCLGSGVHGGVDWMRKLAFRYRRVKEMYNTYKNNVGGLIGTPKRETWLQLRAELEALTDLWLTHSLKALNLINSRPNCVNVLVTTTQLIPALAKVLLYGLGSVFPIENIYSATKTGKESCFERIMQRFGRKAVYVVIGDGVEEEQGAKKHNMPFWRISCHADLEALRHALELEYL
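Eya2 (0.2 uM) preincubated 10 min at ambient with compound, then OMFP substrate added at 50 uM; 10 min reaction in 50 mM HEPES pH 7.5, 50 mM NaCl, 5 uM MgCl2, 0.05% BSA, 1 mM DTT. Fluorescence read at Ex 485/Em 525 nm.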
a7 integrin act: integrin-mediated muscular dystrophy alleviation activation; alpha7betagal myoblasts, beta-gal FDG fluorescence, 48 h; Potency, µM (titrated, usually from 38.3 µM), without a hit: at the top dose activation, most hits filed as activators; 350,000 tested, 0.064% active; AID 624291;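 also: potency is read from the fitted curve at half-maximal effect; 100% = response of the positive control SU9516; nearly all actives have a fitted effect of over 60% in size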
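alpha7betagal+/- myoblasts (passage 13, 250/well) treated 48 h at 37C with compounds at 1:260 dilution of DMSO stock. Lysed, then beta-galactosidase activity read as FDG fluorescence (ex 480/em 540) after 30 min, with pre-read for autofluorescence.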
BRCA1 expr act: BRCA1 expression activation; MCF7-BRCA1-FFLuc reporter, luminescence, 48 h; response scale: scaled: vehicle 0%, 10 µM genistein 100%; Potency, µM (doses to about 46.1 µM), inactives show at the top dose activation, actives largely listed as activators; 380,000 tested, 1.1% active; AID 624202; also: potency is read from the fitted curve at half-maximal effect; nearly all actives have a fitted effect of over 80% in size; some results filed as inactive show a strong effect at the top dose
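Using MCF7 cells harboring a BRCA1 firefly luciferase reporter, plated 2 h before compound pinning, the screen measured luminescence after 48 h incubation. Responses were normalized to DMSO and 10 microM genistein, then fitted for concentration-effect.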
USP2a inh: inhibitors of human ubiquitin-specific protease USP2a. O75604. USP2 core, Ub-CHOP2 coupled fluorogenic reporter, 485/531. Potency, µM (doses to about 38.3 µM), for the others: top-dose activity change, negative = inhibition, hits mostly inhibitors. 330,000 tested, 0.01% active. AID 463254;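 also: potency is read from the fitted curve at half-maximal effect; plate controls were DMSO wells for no effect and full inhibition by NEM control for full effect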
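Deubiquitinase activity read as fluorescence (485/531 nm) after Ub-CHOP2 cleavage activates the enterokinase reporter on its substrate; USP2 core 10nM, Ub-CHOP2 and substrate 25nM each, 30min compound preincubation then 60min RT; data normalized to NEM, curves fitted.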
p53 reactivator: restores transcriptional activity of mutant p53 | 320,000 tested, 0.063% active | AID 504706 | Potency, µM (highest dose often 92.2 µM), without a hit: at the top dose activity change, positive = activation, actives largely listed as activators | H1299 p53-A138V BP100-luciferase reporter, luminescence, 24 h; also: potency is read from the fitted curve at half-maximal effect; % of control where 0% means no effect; nearly all actives have a fitted effect of over 45% in size
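H1299 (p53-null), stable ts p53-A138V + BP100-Luc; 1000 cells/well, Opti-MEM/10% FBS; cpd 4 pt, 1:5; 24 h, 37 deg C, 5% CO2; detection reagent 10 min RT; luminescence.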
An asterisk follows results filed as active; u = inconclusive; x = no result given; & = joins results of further samples; [ ] = remark or other dose. Unless noted, calls follow the shape of the dose curve; as a rule, active = well fitted curve in the direction sought with a large enough effect; inconclusive = small, poorly fitted or top-dose-only effect, or another doubt; inactive = no such curve, though single readings can be large; an effect the other way counts as inactive or inconclusive. This is a random part of the collection (roughly 2.6% active in at least one column).

SMILES | ELG1 genotox | TRPV1 agonist | B2AR arrestin | TSG101-PTAP inh | ASM inhibitor | uPA generation | Eya2 phos inh | a7 integrin act | BRCA1 expr act | USP2a inh | p53 reactivator
Cc1nn(Cc2ccc([N+](=O)[O-])cc2)c(=O)n1-c1ccccc1 | -1.7% | -3.0 | 3.6% | 0.8% | -1.2% | 1.7% | -14.7% | -10.0% | 4.2% | -0.3% | -2.0%
COc1ccc2c(c1OC)C[N+]1([O-])CCc3cc4c(cc3C1C2)OCO4 (stereo not given) | 0.4% | 5.0 | -0.8% | 1.9% | 5.6% | 1.2% | 4.4% | -3.7% | -3.9% | 0.0% | 1.3%
CN(C(=O)COC(=O)COc1ccccc1F)C1CCS(=O)(=O)C1 (stereo not given) | 0.3% | -0.1 | 0.3% | -3.8% | -0.1% | 1.5% | -19.2%[15.4 µM] | -19.5% | 1.2% | -0.6% | -6.9%
CCCN1Cc2cccc(C(=O)NCc3ccccc3OC)c2C1=O | 5.4% | 27.5 | 2.2% | -8.1% | -0.6% | 4.6% | 2.5% | -1.6% | 25.4% | 7.0% | -2.6%
CC(=O)Nc1ccc(-c2csc(Nc3cccc(C)n3)n2)cc1 | 16.4% | 1.4 | -0.9% | -3.1% | -12.6% | 0.4% | 0.0% | 11.0% | 0.0% | 2.1% | 12.8%
O=C1C(Cc2ccccc2O)NC(=S)N1c1ccccc1 (stereo not given) | -0.2% | 3.4 | -0.5% | -1.3% | 6.7% | 3.6% | 3.4% | 26.8% | -2.5% | -1.4% | 2.6%
O=C1c2ccccc2S(=O)(=O)c2cc(C(=O)N3CCN(c4c(Cl)cncc4Cl)CC3)ccc21 | x | x | x | -6.2% | 0.0% | -15.1% | x | -7.3% | -8.7% | x | x
N=c1c2cn[nH]c2nc(SCC(=O)c2ccc(Br)cc2)n1-c1ccc(Br)cc1 | 0.1% | -0.3 | 0.0% | 0.5% | -2.7% | 1.3% | 11.8% | u | -7.6% | 1.3% | 1.1%
O=c1c(Cl)c(NCc2ccc(F)cc2Cl)cnn1C12CC3CC(CC(C3)C1)C2 | -3.7% | u | -0.6% | -1.1% | -4.3% | 1.6% | -6.7% | 7.2% | 1.4% | -2.3% | -3.7%
O=S(=O)(c1ccc(-c2csc(-c3cccnc3)n2)cc1)N1CCCCC1 | -7.6% | 14.5 | -0.9% | -1.2% | -3.8% | -0.5% | -19.7% | -36.8% | -50.7% | -8.4% | -6.4%

2 records drawn at random from those above, as already listed:
SMILES | ELG1 genotox | TRPV1 agonist | B2AR arrestin | TSG101-PTAP inh | ASM inhibitor | uPA generation | Eya2 phos inh | a7 integrin act | BRCA1 expr act | USP2a inh | p53 reactivator
CN(C(=O)COC(=O)COc1ccccc1F)C1CCS(=O)(=O)C1 (stereo not given) | 0.3% | -0.1 | 0.3% | -3.8% | -0.1% | 1.5% | -19.2%[15.4 µM] | -19.5% | 1.2% | -0.6% | -6.9%
O=C1c2ccccc2S(=O)(=O)c2cc(C(=O)N3CCN(c4c(Cl)cncc4Cl)CC3)ccc21 | x | x | x | -6.2% | 0.0% | -15.1% | x | -7.3% | -8.7% | x | x

Additional results follow:
SMILES | ELG1 genotox | TRPV1 agonist | B2AR arrestin | TSG101-PTAP inh | ASM inhibitor | uPA generation | Eya2 phos inh | a7 integrin act | BRCA1 expr act | USP2a inh | p53 reactivator
O=C(Nc1cccc(C(=O)N2CCCCC2)c1)c1ccccc1Br | -1.6% | 4.0 | 0.0% | 1.2% | -0.1% | -5.9% | -4.0% | -30.2% | -19.4% | 1.4% | -0.2%
O=C(/C=C\c1ccco1)Nc1cc([N+](=O)[O-])ccc1F | u | 6.7 | -0.1% | -2.4% | 1.6% | -10.0% | 3.9% | 5.0% | -87.6% | -0.1% | 22.7%
Cc1ccc(-c2c[n+](CC(=O)OCc3ccccc3)c3n2CCC3)cc1 | 0.3% | -0.8 | -1.1% | 0.8% | 5.5% | 4.2% | -1.8% | -5.7% | -17.5% | 2.0% | -0.2%
CC(C)CNC(=O)/C=C/C(=O)O | 0.3%&1.6% | 1.4&-2.1 | -0.6%&0.4% | 0.4% | 6.1% | 11.2% | 7.9%&-4.0% | -1.8% | -7.0% | -0.2%&3.4% | 0.9%&-2.1%
Cc1cc(OCC(=O)Nc2nnc(C3CC3)s2)ccc1C(C)C | 3.4% | -0.9 | 0.6% | -1.8% | 1.0% | -4.5% | u | -6.4% | 3.0% | 1.9% | 7.2%
Cc1ccc(NC(=O)c2ccc(S(=O)(=O)NCc3ccco3)cc2)nc1 | u | u | 0.1% | 0.6% | 3.4% | u | 3.9% | -12.8% | -3.2% | 1.0% | 10.7%
OC1(C2(O)CC(c3ccccc3)ON2)CCCCC1 (stereo not given) | -0.4% | -1.1 | -0.8% | 1.2% | -0.1% | -8.3% | 10.5% | -53.7%[inhibitor] | -39.7% | 0.9% | u
CCNC(=S)Nc1ccc2c(c1)oc1ccccc12 | x | x | x | -4.9% | -1.5% | 8.0% | x | -18.2% | 4.47µM* | x | x
CC(C)N(C(=O)[C@H]1CC(CC(=O)NCCC2=CCCCC2)C(=O)N2CCc3c([nH]c4ccccc34)[C@]12C)C(C)C (stereo not given in full) | -7.4% | x | -0.5% | -0.5% | -9.4% | 13.7% | -23.3% | 7.5% | -61.7% | 1.7% | -10.4%
Cc1c(Cl)cccc1NC(=O)CSc1nc(=O)n(CCCN2CCOCC2)c2c1CCC2 | -1.7% | -0.7 | -0.8% | -2.7% | x | -12.9% | -18.1% | -0.5% | -16.1% | -0.4% | 1.1%
Cc1ccccc1C(=O)N1CCC(C(=O)Nc2cc(C(F)(F)F)ccc2N2CCCC2)CC1 | -2.3% | 11.8 | -0.3% | -1.5% | 0.0% | -8.8% | -8.3% | 0.2% | -9.9% | -0.9% | -3.1%
C=CCNC(=S)N(Cc1ccccc1)Cc1ccc(F)cc1 | -3.7% | 12.5 | -0.1% | -2.7% | 1.8% | -5.9% | -13.0% | 23.0% | -19.8% | -6.4% | -2.0%
CN(C)CCCN(Cc1cc2cc3c(cc2[nH]c1=O)OCO3)C(=S)Nc1ccccc1 | -1.8% | 1.3 | -0.5% | -4.8% | 23.5% | -5.5% | -3.6% | -14.4% | -1.6% | 3.0% | -1.3%
CCCCn1c(N)c(N(CCC(C)C)C(=O)COC(=O)c2ccccc2)c(=O)[nH]c1=O | -6.0% | 0.1 | 0.5% | -1.0% | 0.9% | 1.7% | -18.6% | -42.8%[inhibitor] | -15.3% | 2.0% | 3.5%
CCc1nnc(NC(=O)c2cccc(S(=O)(=O)N(C)c3ccc(OC)cc3)c2)s1 | -8.9% | 12.0 | -0.2% | 1.7% | -0.9% | 2.0% | -3.6% | 44.9% | 6.7% | 2.6% | -2.0%
CC(=O)N1CCN(C(=S)NC(=O)c2c(-c3ccccc3Cl)noc2C)CC1 | 0.8% | -1.6 | -0.4% | -0.9% | 6.0% | -1.6% | -23.1% | u | -7.7% | -0.3% | -2.3%
COc1ccc(CN(C)CC(=O)Nc2ccccc2C(F)(F)F)c(OC)c1 | -3.4% | 3.3 | 2.1% | -2.4% | 0.6% | 0.1% | -3.3% | 16.8% | -4.6% | 2.3% | -3.3%
O=C(CSc1nnc(COc2cccc3ccccc23)o1)N1CCN(C(=O)c2ccco2)CC1 | -0.2% | -0.8 | 0.1% | -9.1% | 1.1% | 1.3% | 6.5% | 1.2% | 23.6% | 2.6% | -0.3%
CCSc1nnc(N(CCC#N)CCC#N)s1 | -6.4% | 0.1 | -0.5% | -7.6% | -0.9% | 2.3% | -4.4% | -5.9% | -28.5% | 1.3% | 7.2%
O=[N+]([O-])c1ccc(COc2ccc(CN3CCOCC3)cc2)cc1 | x | x | x | -3.2% | 0.6% | -11.7% | x | 7.7% | u | x | x
O=S(=O)(Nc1cc(F)ccc1F)c1cccc2nonc12 | -3.9% | -10.7 | -0.9% | -2.5% | 5.5% | 1.6% | -8.5% | 4.4% | -3.3% | -1.0% | -15.3%
Cc1cc(C)cc(N2C(=O)c3nccnc3C2=O)c1 | -0.3% | -2.4 | -1.1% | 0.7% | 4.4% | 10.6% | 3.3% | 12.0% | -1.9% | -0.7% | -3.3%
Cc1ccc(OCCNC(=O)C2CC(=O)N(c3ccc(C)cc3)C2)cc1 (stereo not given) | -0.8% | -1.7 | -0.1% | -3.2% | 2.0% | 8.0% | -26.5% | 6.4% | -1.8% | 4.9% | -2.0%
COc1ccc(OCC(=O)NC2CC(C)(C)NC(C)(C)C2)cc1 | 4.9% | -3.0 | -0.3% | -0.9% | 4.7% | 9.8% | 1.5% | 3.4% | 34.8% | 1.9% | u

From PubChem
